Neddylation inh: cullin neddylation inhibition. TR-FRET cullin neddylation, biochemical. calls only at 25 µM. 0.58% of 360,000 active; in the data active = inhibition above about 36%
CSN inh: blocks human CSN-mediated cullin deneddylation; inhibition, % at 12.5 µM; Q92905; Purified CSN, SCF-Nedd8-OG deneddylation, fluorescence polarization; AID 651999; 0.38% of 360,000 active;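 active = pattern-corrected inhibition above about 35%, with an unprinted fluorescence ratio check between 0.5 and 1.5, limit read from the data, passing the limit was not always enough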;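 note: 0% = enzyme with substrate and 100% = substrate without enzyme; some results filed as inactive read as strong as hits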
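Assay system: purified human Csn5 enzyme expressed in HEK293T cells; measure: % inhibition; also added: SCFSkp2-Nedd8OG substrate at 10 nM final; technique: fluorescence polarization; times: reaction 90 min, room temperature; medium: Tris buffer pH 7.5, NaCl, DTT, Tween-20, trehalose, ovalbumin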
LMPTP inh: blocks human LMPTP phosphatase. P24666. recombinant LMPTP-A, OMFP fluorogenic substrate, fluorescence intensity. inhibition, % at 20 µM. 0.22% of 360,000 active. AID 651560;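 active = compounds that cut the enzyme signal by at least half of the control window in the single-dose screen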;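 note: plate controls were DMSO wells with enzyme plus substrate for no effect and substrate without enzyme for full effect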
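Test system: LMPTP-A phosphatase enzyme; input: 0.625 nM LMPTP-A final; reagent: OMFP substrate, 400 µM final; compound dosing: 20 µM single dose, 3% DMSO; incubation: 50 min dark incubation at room temperature; measured by: endpoint fluorescence intensity from OMFP dephosphorylation; measure: % inhibition relative to no-enzyme and uninhibited control wells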
NadD block: NadD (S. aureus) enzyme inhibition; purified NadD enzyme, colorimetric absorbance read-out; inhibition, % at 20 µM; 0.78% of 360,000 active; AID 602399; in the data active = inhibition above about 26%; note: some compounds past the cut are filed as inactive
Rpn11 block: blocks the human proteasome subunit Rpn11; O00487; human 26S proteasome, Ub4-pepOG fluorescence polarization; 20S core pre-blocked with epoxomicin; calls only at 20 µM; 0.59% of 360,000 active;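 active = inhibition at 20 µM, scaled to each plate's controls, above about 33%, limit read from the data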
SUMO1-SIM PPI: modulators of human SUMO1-mediated protein-protein interactions | P63165 | SUMO1 binding to a labelled peptide, TR-FRET, 1 h | inhibition, % at 20 µM | 0.33% of 360,000 active; in the data active = inhibition above about 37%
DNMT1 inh: inhibitors of human DNMT1; AID 588458; DNMT1 molecular beacon, Hinp1I cleavage, fluorescence; 0.83% of 360,000 active; inhibition (reported as % activation of signal), % at 10 µM; in the data active = inhibition above about 50%
Scp1 inh: blocks human Scp-1 phosphatase activity; Q9GZU7; Recombinant Scp1, phosphopeptide, malachite green phosphate absorbance; inhibition, % at 20 µM; 0.88% of 340,000 active; AID 493091;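 active = inhibition above about 50% at 20 µM, limit read from the data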;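 note: plate controls were DMSO wells with enzyme for no effect and wells lacking enzyme for full effect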
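System: truncated SCP-1 phosphatase (76-261aa); medium: Tris acetate buffer pH 5.5 with MgCl2 and Tween-20; incubation: 45 min room-temperature reaction, 5 min colour, 30 min stabiliser; compound: single 20 µM dose, 1% DMSO; reagent: Phosphorylated 17-residue peptide substrate; read-out: % inhibition at 20 µM; technique: colorimetric free-phosphate detection, absorbance 630 nm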
STEP inh: STEP (human) phosphatase inhibition. recombinant STEP, OMFP fluorogenic substrate, fluorescence. inhibition, % at 20 µM. P54829. AID 588621. 0.25% of 360,000 active;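 active = inhibition at 20 µM, scaled per plate between control wells, above about 37%, limit read from the data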;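 note: 0% = DMSO with enzyme and substrate and 100% = substrate only without enzyme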
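Assay system: isolated STEP enzyme. Buffer or medium: pH 6.0 Bis-Tris with DTT and Tween 20. Also added: fluorogenic phosphatase substrate OMFP at 25 µM final. Dosing: 20 µM, 1% DMSO. Timing: 20 min reaction, room temperature, in the dark. Measured by: fluorescence intensity, excitation 480 nm, emission 540 nm. Evaluation: normalized % inhibition.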
Rin1 Abl inh: inhibitors of human Rin1-Abl protein interaction; P00519+Q13671; TR-FRET Rin1/Abl binding, biochemical; inhibition, % at 7.35 µM; 0.4% of 360,000 active; AID 588664; in the data active = inhibition above about 5%, passing the limit was not always enough
* hit, by the source's call. Hits appear at their usual frequency. Share with any hit: about 3.8%.

What do the screens show for `COc1cccc(NS(=O)(=O)c2ccc3[nH]cc(C(=O)NCCC(C)C)c(=O)c3c2)c1`?
Neddylation inh: inactive; CSN inh: 11; LMPTP inh: 3.0; NadD block: 5; Rpn11 block: inactive; SUMO1-SIM PPI: 3; DNMT1 inh: 0; Scp1 inh: 1; STEP inh: 0; Rin1 Abl inh: 1

How did Cc1ccc(C)c(S(=O)(=O)N2CCN(C(=O)CCNS(=O)(=O)c3ccc(C)c(C)c3)CC2)c1 do in these assays?
Neddylation inh: inactive; CSN inh: -6; LMPTP inh: 1.6; NadD block: -3; Rpn11 block: inactive; SUMO1-SIM PPI: -2; DNMT1 inh: -1; Scp1 inh: -10; STEP inh: 1; Rin1 Abl inh: 0

How did Oc1ccc(C2=NNC(=NCc3ccc4c(c3)OCO4)SC2)c(O)c1 do in these assays?
Neddylation inh: inactive; CSN inh: -2; LMPTP inh: 0.2; NadD block: 4; Rpn11 block: inactive; SUMO1-SIM PPI: -3; DNMT1 inh: -23; Scp1 inh: -7; STEP inh: 0; Rin1 Abl inh: -2

What do the screens show for `Cc1ccc(-c2ccc(CN3C(C)C(=O)N(Cc4cn(CC5CCCCC5)nn4)CCS3(=O)=O)cc2)cc1` (stereo not drawn)?
Neddylation inh: inactive; CSN inh: 0; LMPTP inh: 4.7; NadD block: 2; Rpn11 block: inactive; SUMO1-SIM PPI: -7; DNMT1 inh: -9; STEP inh: 1; Rin1 Abl inh: 0

What do the screens show for `Cc1ccc(C)c(N(CC(=O)NCc2ccccc2)C(=O)c2csnn2)c1`?
Neddylation inh: inactive; CSN inh: 0; LMPTP inh: -1.2; NadD block: 1; Rpn11 block: inactive; SUMO1-SIM PPI: -1; DNMT1 inh: 0; Scp1 inh: -6; STEP inh: 4; Rin1 Abl inh: 1

Results for CC(NC(=O)Cn1ncc(Cl)c(Cl)c1=O)C12CC3CC(CC(C3)C1)C2 (stereo not drawn) ?
Neddylation inh: inactive; CSN inh: 3; LMPTP inh: 0.6; NadD block: 8; Rpn11 block: inactive; SUMO1-SIM PPI: 9; DNMT1 inh: 59*; Scp1 inh: 0; STEP inh: -1; Rin1 Abl inh: 1

Results for O=C(NC(=S)Nc1ccc(S(=O)(=O)Nc2ccccc2)cc1)C1CC1 ?
Neddylation inh: inactive; CSN inh: -1; LMPTP inh: -0.4; NadD block: -1; Rpn11 block: inactive; SUMO1-SIM PPI: -2; DNMT1 inh: -2; Scp1 inh: -3; STEP inh: -3; Rin1 Abl inh: -1

How did O=c1c2cc(NC(=S)NC3CCCCC3)ccc2nc2n1CCCCC2 do in these assays?
Neddylation inh: inactive; CSN inh: 7; LMPTP inh: -1.0; NadD block: 0; Rpn11 block: inactive; SUMO1-SIM PPI: -2; DNMT1 inh: -3; Scp1 inh: -1; STEP inh: -1; Rin1 Abl inh: 1

What do the screens show for `O=C(c1cc2ccccc2c(=O)o1)N1CCCCCC1`?
Neddylation inh: inactive; CSN inh: 0; LMPTP inh: -1.1; NadD block: -5; Rpn11 block: inactive; SUMO1-SIM PPI: 0; DNMT1 inh: 3; Scp1 inh: -8; STEP inh: 2; Rin1 Abl inh: 2

How did Cc1ccc(S(=O)(=O)NCCCN2CCOCC2)c(C)c1 do in these assays?
Neddylation inh: inactive; CSN inh: 2; LMPTP inh: -1.9; NadD block: -3; Rpn11 block: inactive; SUMO1-SIM PPI: -4; DNMT1 inh: -1; Scp1 inh: 4; STEP inh: -2; Rin1 Abl inh: -6

What do the screens show for `Cc1cc(C(=O)CSc2nnc(N)s2)c(C)n1-c1c(C)n(C)n(-c2ccccc2)c1=O`?
Neddylation inh: inactive; CSN inh: -1; LMPTP inh: -1.4; NadD block: 8; Rpn11 block: inactive; SUMO1-SIM PPI: 3; DNMT1 inh: 1; Scp1 inh: -6; STEP inh: 1; Rin1 Abl inh: -1

Results for C=COCCNC(=S)Nc1cccc(Cl)c1 ?
Neddylation inh: inactive; CSN inh: -16; LMPTP inh: -0.9; NadD block: 6; Rpn11 block: inactive; SUMO1-SIM PPI: 0; DNMT1 inh: 0; Scp1 inh: 1; STEP inh: 4; Rin1 Abl inh: 1

Results for O=C(Oc1c(-c2ccccc2)c(=O)n2c3c(cccc13)CC2)c1ccco1 ?
Neddylation inh: inactive; CSN inh: -5; LMPTP inh: -3.3; NadD block: -3; Rpn11 block: inactive; SUMO1-SIM PPI: 4; DNMT1 inh: 5; Scp1 inh: -7; STEP inh: 1; Rin1 Abl inh: 0

Results for CCOCCCNC(=S)N1CCN(CC)CC1 ?
Neddylation inh: inactive; CSN inh: -1; LMPTP inh: -3.9; NadD block: 0; Rpn11 block: inactive; SUMO1-SIM PPI: 1; DNMT1 inh: 0; Scp1 inh: -9; STEP inh: 3; Rin1 Abl inh: 1

What do the screens show for `COc1ccc(S(=O)(=O)N2CCCC(C(=O)NC3CC3)C2)cc1OC` (stereo not drawn)?
Neddylation inh: inactive; CSN inh: -3; LMPTP inh: -1.1; NadD block: -6; Rpn11 block: inactive; SUMO1-SIM PPI: 1; DNMT1 inh: 1; Scp1 inh: -7; STEP inh: -2; Rin1 Abl inh: 2

2 compounds drawn at random from the list so far:
What do the screens show for `O=C(c1cc2ccccc2c(=O)o1)N1CCCCCC1`?
Neddylation inh: inactive; CSN inh: 0; LMPTP inh: -1.1; NadD block: -5; Rpn11 block: inactive; SUMO1-SIM PPI: 0; DNMT1 inh: 3; Scp1 inh: -8; STEP inh: 2; Rin1 Abl inh: 2

Results for O=C(Oc1c(-c2ccccc2)c(=O)n2c3c(cccc13)CC2)c1ccco1 ?
Neddylation inh: inactive; CSN inh: -5; LMPTP inh: -3.3; NadD block: -3; Rpn11 block: inactive; SUMO1-SIM PPI: 4; DNMT1 inh: 5; Scp1 inh: -7; STEP inh: 1; Rin1 Abl inh: 0

The listing picks up; the three compounds before the break are reprinted first.
Results for O=C(Oc1c(-c2ccccc2)c(=O)n2c3c(cccc13)CC2)c1ccco1 ?
Neddylation inh: inactive; CSN inh: -5; LMPTP inh: -3.3; NadD block: -3; Rpn11 block: inactive; SUMO1-SIM PPI: 4; DNMT1 inh: 5; Scp1 inh: -7; STEP inh: 1; Rin1 Abl inh: 0

Results for CCOCCCNC(=S)N1CCN(CC)CC1 ?
Neddylation inh: inactive; CSN inh: -1; LMPTP inh: -3.9; NadD block: 0; Rpn11 block: inactive; SUMO1-SIM PPI: 1; DNMT1 inh: 0; Scp1 inh: -9; STEP inh: 3; Rin1 Abl inh: 1

What do the screens show for `COc1ccc(S(=O)(=O)N2CCCC(C(=O)NC3CC3)C2)cc1OC` (stereo not drawn)?
Neddylation inh: inactive; CSN inh: -3; LMPTP inh: -1.1; NadD block: -6; Rpn11 block: inactive; SUMO1-SIM PPI: 1; DNMT1 inh: 1; Scp1 inh: -7; STEP inh: -2; Rin1 Abl inh: 2

How did O=C(CCS(=O)(=O)c1ccc(Br)cc1)N1CCN(c2ccc(Cl)cc2)CC1 do in these assays?
Neddylation inh: inactive; CSN inh: -1; LMPTP inh: -0.2; NadD block: 0; Rpn11 block: inactive; SUMO1-SIM PPI: 5; DNMT1 inh: -3; Scp1 inh: 5; STEP inh: 4; Rin1 Abl inh: -3

Results for O=C(COC(=O)c1cccc(S(=O)(=O)NCc2ccccc2)c1)NC1CC1 ?
Neddylation inh: inactive; CSN inh: 0; LMPTP inh: -1.5; NadD block: -5; Rpn11 block: inactive; SUMO1-SIM PPI: 0; DNMT1 inh: -1; Scp1 inh: -8; STEP inh: -3; Rin1 Abl inh: 2

How did Cc1ccc(C2=NNC3(CCOC(C)(C)C3)S2)cc1 (stereo not drawn) do in these assays?
Neddylation inh: inactive; CSN inh: -3; LMPTP inh: 1.3; NadD block: 0; Rpn11 block: inactive; SUMO1-SIM PPI: -1; DNMT1 inh: -3; Scp1 inh: -10; STEP inh: 2; Rin1 Abl inh: 1

How did Cc1cc(N2CCCC2)c(F)cc1/C=C\[N+](=O)[O-] do in these assays?
Neddylation inh: inactive; CSN inh: 31; LMPTP inh: 1.2; NadD block: 7; Rpn11 block: active; SUMO1-SIM PPI: 7; DNMT1 inh: 7; Scp1 inh: -1; STEP inh: -3; Rin1 Abl inh: 3

Results for CCC(C(=O)NC1CCCC1)N(C(=O)c1snc(C(N)=O)c1N)c1ccc(OC)cc1 (stereo not drawn) ?
Neddylation inh: inactive; CSN inh: -3; LMPTP inh: -1.3; NadD block: -5; Rpn11 block: inactive; SUMO1-SIM PPI: -50; DNMT1 inh: 0; Scp1 inh: -10; STEP inh: -2; Rin1 Abl inh: 0

Results for COc1ccc(Cn2ccnc2SCC(=O)Nc2ccccc2OC)cc1 ?
Neddylation inh: inactive; CSN inh: -1; LMPTP inh: 3.4; NadD block: -5; Rpn11 block: inactive; SUMO1-SIM PPI: 4; DNMT1 inh: 0; Scp1 inh: -2; STEP inh: -2; Rin1 Abl inh: -2

How did CCc1cc(C(=O)Nc2cc(S(=O)(=O)N(C)C)ccc2C)sc1C do in these assays?
Neddylation inh: inactive; CSN inh: -1; LMPTP inh: 0.3; NadD block: -6; Rpn11 block: inactive; SUMO1-SIM PPI: -3; DNMT1 inh: 4; Scp1 inh: 9; STEP inh: 1; Rin1 Abl inh: 1

Results for CCCCn1c(N)c(N(CC(C)C)C(=O)C2CCCN(C(=O)c3ccc(Cl)cc3)C2)c(=O)[nH]c1=O (stereo not drawn) ?
Neddylation inh: inactive; CSN inh: 0; LMPTP inh: -0.1; NadD block: 0; Rpn11 block: inactive; SUMO1-SIM PPI: 1; DNMT1 inh: -2; Scp1 inh: 8; STEP inh: 1; Rin1 Abl inh: 1

What do the screens show for `NC(=O)COc1ccc(NS(=O)(=O)Cc2ccccc2)cc1`?
Neddylation inh: inactive; CSN inh: -1; LMPTP inh: -0.8; NadD block: -6; Rpn11 block: inactive; SUMO1-SIM PPI: 4; DNMT1 inh: 6; Scp1 inh: -12; STEP inh: -6; Rin1 Abl inh: 0

What do the screens show for `COc1ccc2ccn(S(=O)(=O)c3ccccc3)c2c1`?
Neddylation inh: inactive; CSN inh: 2; LMPTP inh: 1.9; NadD block: -11; Rpn11 block: inactive; SUMO1-SIM PPI: 3; DNMT1 inh: -2; Scp1 inh: -12; STEP inh: -1; Rin1 Abl inh: -2

Results for O=C(CC1SC(N2CCCC2)=NC1=O)Nc1ccc(C(=O)NCCOc2ccccc2F)cc1 (stereo not drawn) ?
Neddylation inh: inactive; CSN inh: 6; LMPTP inh: 1.9; NadD block: 0; Rpn11 block: inactive; SUMO1-SIM PPI: -2; DNMT1 inh: 2; Scp1 inh: -1; STEP inh: 2; Rin1 Abl inh: 6

How did CC(C)c1c(C(=O)N/N=C/c2ccc(C(F)(F)F)cc2)nnn1-c1nonc1N do in these assays?
Neddylation inh: inactive; CSN inh: 3; LMPTP inh: 1.7; NadD block: -2; Rpn11 block: inactive; SUMO1-SIM PPI: -5; DNMT1 inh: 3; Scp1 inh: 8; STEP inh: 0; Rin1 Abl inh: -5

Assay outcomes from PubChem.
